RGS4 pot = RGS4 potentiators or activators, primary screen, cell-based, HEK293 M3R inducible RGS4, calcium flux; carbachol calcium flux Fluo4; active compounds read low; B-score at 10 µM; AID 463111, 2010; 310,000 tested, 0.92% active;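 active = B-score of the integrated calcium signal more than 4 SD below the library mean, with starting fluorescence not abnormally high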;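 note: negative B-score means reduced calcium response which marks RGS4 activation or potentiation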
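Assay system: HEK293 FlpIn-TREx cells, stable M3R, doxycycline-inducible RGS4 / Probe or stimulus: carbachol, ECmax concentration / Times: overnight RGS4 induction, 30 min dye load 37 °C, 20 min compound RT / Signal: kinetic calcium fluorescence imaging with Fluo4-AM dye, 2 µM / Measure: Agonist-evoked peak-minus-minimum fluorescence over baseline, integrated ratio, B score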
KCNK3 block = human KCNK3 channel inhibitors, primary screen, CHO cells, FluxOR thallium flux, B-score; Potassium channel subfamily K member 3 (Homo sapiens), O14649; FluxOR fluorescence; active compounds read low; B-score at 10 µM; 340,000 tested, 0.84% active;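 active = B-score under library mean minus 4 SD, starting fluorescence ratio at most library mean plus 5 SD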;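 note: more negative B-score means stronger inhibition of thallium flux through KCNK3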
Target sequence (O14649 whole entry, looked up): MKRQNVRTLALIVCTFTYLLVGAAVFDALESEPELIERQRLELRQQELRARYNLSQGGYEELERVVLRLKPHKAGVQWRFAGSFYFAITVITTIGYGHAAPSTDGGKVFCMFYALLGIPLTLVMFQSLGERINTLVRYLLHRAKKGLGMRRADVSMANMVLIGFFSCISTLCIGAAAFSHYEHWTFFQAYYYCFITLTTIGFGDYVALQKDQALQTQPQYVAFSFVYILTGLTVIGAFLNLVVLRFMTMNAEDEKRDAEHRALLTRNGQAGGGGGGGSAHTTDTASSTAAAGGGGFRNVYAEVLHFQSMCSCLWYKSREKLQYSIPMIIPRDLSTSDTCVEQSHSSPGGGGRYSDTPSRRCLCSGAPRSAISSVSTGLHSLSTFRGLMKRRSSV
GSK3 alpha inh = blockers of GSK3A enzyme activity – biochemical, luminescence, cell-free homogeneous, HTS, primary screen. AID 2650, 2010. inhibition, % at 10 µM. Glycogen synthase kinase-3 alpha (Homo sapiens), P49840. GSK-3 alpha kinase, ADP-Glo luminescence, 60 min. 320,000 tested, 0.1% active;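 in the data active = inhibition above about 50%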;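 note: GST-tagged GSK-3 alpha with peptide substrate and 25 µM ATP; 0% = DMSO neutral wells and 100% = GW8510 positive control wells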
Target sequence (P49840 whole entry, looked up): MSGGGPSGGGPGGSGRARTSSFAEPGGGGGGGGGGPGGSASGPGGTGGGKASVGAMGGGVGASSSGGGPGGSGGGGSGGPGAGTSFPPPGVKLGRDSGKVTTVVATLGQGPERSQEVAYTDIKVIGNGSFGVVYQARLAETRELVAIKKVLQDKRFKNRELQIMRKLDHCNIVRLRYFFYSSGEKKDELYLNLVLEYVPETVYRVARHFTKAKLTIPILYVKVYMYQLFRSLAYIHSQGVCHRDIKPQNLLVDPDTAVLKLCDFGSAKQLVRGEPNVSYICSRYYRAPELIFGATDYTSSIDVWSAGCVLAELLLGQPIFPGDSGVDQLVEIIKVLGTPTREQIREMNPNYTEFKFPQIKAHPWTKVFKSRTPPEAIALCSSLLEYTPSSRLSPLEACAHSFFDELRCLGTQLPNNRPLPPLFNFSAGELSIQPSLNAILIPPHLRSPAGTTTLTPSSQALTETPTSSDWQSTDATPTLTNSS
HDAC3 inhib = HDAC3 deacetylase inhibitors, primary screen, biochemical, fluorescence, cell-free homogeneous; Histone deacetylase 3 (Homo sapiens), O15379; recombinant HDAC3, fluorogenic peptide/trypsin coupled; inhibition, % at 8.3 µM; 320,000 tested, 0.15% active; in the data active = inhibition above about 26%, passing the limit was not always enough
KCNQ1 act = potentiators or activators of KCNQ1 channel, primary screen, cell-based, thallium flux, high-throughput | Potassium voltage-gated channel subfamily KQT member 1 (Homo sapiens), P51787 | CHO-K1 KCNQ1, thallium flux FluxOR fluorescence; active compounds read high | B-score at 10 µM | 310,000 tested, 0.35% active | AID 2648, 2010;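 active = fluorescence ratio B-score, a plate-corrected score, at least three library SD, with initial intensity B-score within 5 SD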
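Assay system: stable KCNQ1 CHO-K1 line; medium: assay buffer, equal DMSO in all wells; timing: 90 min dye loading and 20 min compound exposure, both at room temperature; technique: kinetic FluxOR thallium fluorescence, 10-s 1-Hz baseline, 110-s post-stimulus read; read-out basis: B score of baseline-normalized fluorescence ratio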
PolyA inhibitor = polyadenylation inhibitors in yeast reporter cells, primary screen, luminescence, S. cerevisiae; S. cerevisiae SKY197-pL101 polyadenylation reporter, beta-gal luminescence; efflux-impaired pdr1/pdr3 knockout yeast; score 100 = 6 SD above DMSO; calls only at 12 µM; 300,000 tested, 0.02% active;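 active = lowest replicate activity score at least 50, where 100 means six control SD above control mean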;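 note: yeast exposed to compound for 9 h at 30 °C; higher score means more reporter readthrough which indicates perturbed polyadenylation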
KCNQ1 block = inhibitors of human KCNQ1 channel, primary screen, cell-based, thallium flux, high-throughput; AID 2642, 2010; CHO-K1 KCNQ1, FluxOR thallium flux fluorescence; active compounds read high; B-score at 10 µM; 310,000 tested, 1.3% active; Potassium voltage-gated channel subfamily KQT member 1 (Homo sapiens), P51787;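 active = compounds whose thallium flux B-score, printed positive for inhibition, exceeds three library SD while starting fluorescence stays within three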;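 note: channel opened by potassium depolarization with thallium stimulus after 20 min compound exposure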
GSK3B inh = human GSK3beta kinase inhibitors, primary screen, biochemical, cell-free homogeneous, HTS | Glycogen synthase kinase-3 beta (Homo sapiens), P49841 | GST-GSK3beta kinase, ADP-Glo luminescence, 60 min; active compounds read low | activity score (negative = inhibition), % at 10 µM | 300,000 tested, 0.038% active | AID 2097, 2009;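 active = more than half of replicate wells score below -50%, meaning over 50% inhibition versus plate controls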;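 note: 0% = median DMSO wells and -100% = median GW8510 positive control wells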
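test system = GST-tagged human GSK3beta kinase, cell-free | reagent = 25 µM ATP with peptide substrate | dosing = one dose of 10 µM per compound | schedule = 60 min reaction, RT | detection = luminescent ADP-Glo measurement of ADP formed | control set = DMSO neutral wells and GW8510 at 20 µM as positive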
Dyrk1A ADPGlo = rat Dyrk1A kinase inhibitors, primary screen, biochemical, single point, plate reader; Dual specificity tyrosine-phosphorylation-regulated kinase 1A (Rattus norvegicus), Q63470; ADP-Glo luminescence, NFATc1 peptide; inhibition, % at 12.5 µM; 310,000 tested, 0.43% active; AID 504441, 2011; in the data active = inhibition above about 50%;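 note: plate controls were vehicle with enzyme for no effect and no enzyme for full effect; many of its hits are not listed in these tables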
hERG protect = hERG rescue from dofetilide block, primary screen, cell-based, CHO-hERG, FluxOR thallium flux, dofetilide IC70. 310,000 tested, 0.51% active. Voltage-gated inwardly rectifying potassium channel KCNH2 (Homo sapiens), Q12809. dofetilide IC70 present. AID 1511, 2009. activation (rescue from dofetilide block), less the hit threshold, % at 10 µM;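 active = activation above the mean of controls blocked by dofetilide plus 5 SD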;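 note: thallium influx through hERG after potassium depolarization seen as dye fluorescence rise; in these data hits start at about 4.7%; inactives centre near -7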
KCNK9 inh = KCNK9 potassium channel inhibitors, primary screen, HEK293 cells, thallium flux | FluxOR thallium flux fluorescence; active compounds read low | Potassium channel subfamily K member 9 (Homo sapiens), Q9NPC2 | B-score at 10 µM | 310,000 tested, 1.2% active;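 active = ratio B-score over 3 SD below the library mean, with starting fluorescence within 5 SD of its mean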;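 note: negative B-score means less thallium flux so channel inhibition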
Numbers without * were called inactive; i = inactive; · = not tested or not shown.

Structure	RGS4 pot	HDAC3 inhib	GSK3 alpha inh	KCNQ1 block	GSK3B inh	KCNK3 block	PolyA inhibitor	KCNK9 inh	Dyrk1A ADPGlo	hERG protect	KCNQ1 act
CCCCCCC#Cc1ccc2c(c1)COc1c3ccccc3nn1-2	i	2.0	7.4	i	2.1	i	i	i	7.0	-8.2	i
C=CCOC(=O)C1=C(C)NC(C)=C(C(=O)OCC=C)C1/C=C/c1ccccc1	i	-2.7	-4.1	12*	-0.4	-10.6*	i	i	5.9	-19.6	i
COc1ccc(N2CC(C)Cn3c2nc2c3c(=O)n(Cc3ccccc3)c(=O)n2C)c(OC)c1 (centres undefined)	i	-4.8	-0.3	i	-1.0	i	i	i	-4.7	-4.4	i
N#Cc1cc(C(=O)c2ccccc2O)cn(-c2nccs2)c1=O	i	-4.0	3.5	i	1.6	i	i	i	7.1	-6.0	i
Cc1nnc(SCC(=O)N(CC(C)C)c2c(N)n(CC(C)C)c(=O)[nH]c2=O)n1-c1ccccc1	i	-9.9	-0.5	i	3.2	i	i	i	0.7	-13.7	i
N#CCC(=O)N/N=C/c1coc2ccccc2c1=O	i	-5.6	0.4	i	1.6	i	i	i	8.4	-6.8	i
O=C(NCc1ccccn1)C1Nc2ccc(C(F)(F)F)cc2C2C=CCC12 (centres undefined)	i	-0.4	2.6	i	0.0	i	i	i	-2.1	-4.8	i
N#CCCN(C(=O)COC(=O)C1CCN(S(=O)(=O)c2ccc3c(c2)OCCO3)CC1)c1ccccc1	i	-2.7	2.9	i	·	i	i	i	-0.1	-5.0	i
CCOC(=O)C1CCN(C(=O)c2cc(OCC)c(OCC)c(OCC)c2)CC1	i	1.8	-1.7	i	1.0	i	i	i	17.0	-2.7	i
CCOC(=O)C1CCCN(C(=O)Nc2c(-c3ccccc3)noc2C)C1 (centres undefined)	i	-1.2	-5.8	i	-0.4	i	i	i	-8.5	-6.4	i
CCOc1ccccc1N(CC(=O)NC1CCCC1)C(=O)CCCC(=O)Nc1ccccn1	i	-12.5	-0.1	i	2.5	i	i	i	-1.0	-5.5	i
CC1(C)C[C@@H](O)CC2(C1)C[C@]1(C)CC(O)[C@H]2C(C)(C)C1 (some centres undefined)	i	-10.2	-2.2	i	7.2	i	i	i	·	-15.5	i
Cn1nc(C(F)(F)F)c(C#N)c1N1CCN(c2ccc(F)cc2)CC1	i	1.3	·	i	3.4	i	i	i	-1.9	-7.7	i
Cc1ccc(SCC(=O)OC(C)C(=O)NC2(C#N)CCCCC2)cc1 (centres undefined)	i	-0.5	-2.9	i	-0.3	i	i	i	-1.8	-9.4	i
COCCN(C(=O)COC(=O)CC(C)c1ccccc1)c1c(N)n(Cc2ccccc2)c(=O)[nH]c1=O (centres undefined)	i	-1.1	0.1	i	0.2	i	i	i	2.3	-13.0	i
COc1ccc(N2CCN(Cc3cc(=O)oc4cc(-c5ccccc5)c(O)cc34)CC2)cc1	i	2.2	-1.5	i	-3.3	i	i	i	6.9	-7.6	i
COc1ccc(N2CCN(C(=O)c3ccc(S(=O)(=O)N4CCOCC4)cc3)CC2)cc1	i	-4.6	-2.0	i	-18.9	i	i	i	-5.4	-9.5	i
COc1ccc(NC(=O)c2cccc(N3C(=O)C4CC=C(C)CC4C3=O)c2)c(OC)c1 (centres undefined)	i	5.0	-1.9	i	-4.2	i	i	i	3.3	-9.0	i
Cc1cc2nnc(SCC(=O)N(C)C3CCS(=O)(=O)C3)n2c2ccccc12 (centres undefined)	i	-7.6	-1.1	i	2.1	i	i	i	-0.5	-15.9	i
CCc1ccc(N2C(=O)Cc3c2nc(N)c(C#N)c3N)cc1	i	-0.8	2.8	i	0.0	i	i	i	9.0	-0.4	i
O=C(Nn1cnc2ccccc2c1=O)c1ccc(F)cc1Cl	i	-2.9	-0.3	i	2.6	i	i	i	4.3	-2.8	i
CC(C)CCC1(CCNC(=O)c2cccs2)CCOC(C)(C)C1 (centres undefined)	i	3.9	-0.8	i	-2.2	i	i	i	2.2	-9.7	i
CCOC(=O)C(=O)Nc1nc(-c2ccccc2)c(-c2ccccc2)o1	i	3.4	-5.1	i	4.3	i	i	i	1.3	-5.4	i
COC(=O)C(CCSC)NC(=O)CNS(=O)(=O)c1ccc(Br)cc1 (centres undefined)	i	3.3	-27.4	i	-2.0	i	i	i	2.4	-9.5	i
COc1ccc(OC)c(S(=O)(=O)N2CCCC(C(=O)NCc3ccco3)C2)c1 (centres undefined)	i	-1.3	-1.2	i	1.0	i	i	i	1.0	-8.3	i
O=C(CSc1nc2c(oc3ccccc32)c(=O)n1CC1CCCO1)NCc1ccc(F)cc1 (centres undefined)	i	·	·	i	-0.7	i	i	i	14.2	-5.1	i
CCOc1ccc2c(c1)cc(CN(C(=O)CC)C1CCCCC1)c1nnnn12	i	1.1	0.7	i	-4.6	i	i	i	0.7	-10.8	i
O=C(Nc1ccc2c(c1)OCO2)N1CCOCC1	i	5.1	-1.5	i	-3.7	i	·	i	-2.9	-7.0	i
CCOC(=O)C1CCN(C(=O)C2CC(=O)N(c3ccc(C)cc3)C2)CC1 (centres undefined)	i	0.4	-4.1	i	5.3	i	i	i	5.2	-2.9	i
CN(c1ccccc1)S(=O)(=O)c1cccc(NC(=O)C2CC(=O)N(Cc3ccccc3)C2)c1 (centres undefined)	i	-4.3	-1.7	i	-2.4	i	i	i	-2.1	-19.3	i
COCc1c(Br)c(C)nc(OCC(=O)N/N=C/c2cc(C)n(-c3ccc([N+](=O)[O-])cc3)c2C)c1C#N	-7.87*	-0.5	-1.1	i	-7.0	i	i	i	-6.6	-2.4	i
COC(=O)c1ccccc1Oc1cnc2ccccc2n1	i	1.3	0.6	i	2.1	i	i	i	3.1	-2.6	i
CCOC(=O)c1c(CN2CCC(C)CC2)n(C)c2cc(Br)c(OC)cc12	i	0.1	-2.1	i	0.9	i	i	i	3.9	-4.1	i
COc1cc(/C=N/NC(=O)c2ccc(Cn3cc([N+](=O)[O-])cn3)o2)cc(Br)c1O	i	2.1	-1.1	i	1.9	-11.3*	i	-16.3*	-2.4	-22.2	i
CCCCCOC(=O)Cc1c(C)nc(-c2ccccc2)[nH]c1=O	·	-2.7	-0.8	·	-11.2	i	i	·	3.5	·	·
COc1cccc(C(=O)NCC(=O)OCc2ccc(F)cc2Cl)c1	i	-4.6	-42.4	i	2.2	i	i	i	3.0	-7.2	i
COc1ccccc1C(=O)Nc1cccc2nc(C)ccc12	i	-4.2	-4.7	i	-2.3	i	i	i	31.9	-3.8	i
Cc1ccc(NC(=O)CC2SC3=NCCN3C2=O)cc1 (centres undefined)	i	-5.4	2.1	i	-0.9	i	i	i	5.0	-20.3	i
COC(=O)c1ccc(/C=N/N2C(C)CCCC2C)cc1 (centres undefined)	i	7.1	-0.7	i	-2.5	i	i	i	1.9	-12.3	i
CCCC(=O)N1CCN(c2ccc(NC(=S)NC(=O)c3cccc(C)c3)cc2)CC1	i	4.8	-4.9	i	3.0	i	i	i	-0.1	-16.7	i
CC(C)(C)c1cc(Cc2ccccc2)[nH]n1	i	-3.6	-3.3	i	1.5	i	i	i	9.9	-6.5	i
CCOc1ccccc1CN1CCN(Cc2cc(=O)c3ccccc3[nH]2)CC1CCO (centres undefined)	i	4.4	0.6	i	1.1	i	i	i	-5.7	-7.6	i
CC(=O)NC(C)C(=O)OCC(=O)Nc1ccc(Br)cc1 (centres undefined)	i	-6.4	·	i	-1.5	i	i	i	1.6	-8.3	i
Cc1nn2cc(-c3cccc(Cl)c3)cnc2c1Cl	i	·	·	i	-0.7	i	i	i	5.7	-0.9	i
COc1ccccc1NC(=O)c1ccccc1NS(=O)(=O)c1cccs1	i	-3.2	12.6	6*	1.7	i	i	i	5.4	-12.1	i
CC(=O)NCCC(=O)NCc1ccc(F)cc1	i	2.6	-1.2	i	1.5	i	i	i	-5.4	-4.2	i
Cc1ccc(N(C(=O)Nc2ccccc2)C2=NCC(C)S2)cc1 (centres undefined)	i	-2.8	-0.9	i	0.1	i	i	i	-4.6	-17.4	i
O=S(=O)(/N=C/c1c(O)ccc2ccccc12)c1ccccc1	i	-2.4	-2.9	i	6.5	i	i	i	-4.7	-5.3	i
Cc1cccc(NC(=O)CC2SC(=NC3CCCCC3)NC2=O)c1 (centres undefined)	i	-3.2	0.1	i	-1.8	i	i	i	-2.5	-10.0	i
CC(=O)N1C(c2ccccc2)CC(=O)OC1c1ccc2c(c1)OCO2 (centres undefined)	i	-1.3	-0.5	i	-3.0	i	i	i	-11.1	-6.8	i

From PubChem

These rows are one share of the data (hit frequency here may not be typical).
